# Screening results: PubChem BioAssay, National Center for Advancing Translational Sciences (NCATS)
# DT40 TDP1 no CPT: qHTS for Inhibitors of human tyrosyl-DNA phosphodiesterase 1 (TDP1): qHTS in cells in absence of CPT; 420,000 compounds, 15% hits; Potency, µM (series often up to 46.2 µM), without a hit: at the highest dose activity change, negative = growth inhibition, most hits filed as inhibitors; DT40 Tdp1-/- hTDP1 cells, no CPT, ATP luminescence, 48 h; also: nearly all actives have a fitted effect of over 55% in size
#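 Growth kinetics read by CellTiter-Glo luminescence after ≥48 hr at 37 °C. Cells: DT40 Tdp1-/- stably carrying human TDP1, 400 per well, compound exposure in the absence of CPT (DMSO vehicle).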
# DT40 TDP1 CPT: growth inhibition of DT40 Tdp1-/-;hTDP1 cells with camptothecin (screen for TDP1 inhibitors); chicken DT40 Tdp1-/-;hTDP1 cells + 20 nM CPT, ATP luminescence, 48 h; Potency, µM (doses to about 46.2 µM), without a hit: at the top dose activity change, negative = growth inhibition, hits mostly inhibitors; 420,000 compounds, 12% hits; AID 686979; also: nearly all actives have a fitted effect of over 55% in size
#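 Chicken DT40 Tdp1-/- cells stably complemented with human TDP1 were seeded at 400 cells/well in medium containing 20 nM camptothecin, exposed to pin-transferred compounds, and grown at 37 °C for at least 48 hr. Viability was read as ATP luminescence.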
# KAT2A inh: blocks human GCN5L2 histone acetyltransferase; Q92830; GCN5L2 HAT assay, ThioGlo1 CoA-SH fluorescence; Potency, µM (top dose mostly 58.9 µM), inactives show top-dose activity change, negative = inhibition, hits mostly inhibitors; 390,000 compounds, 0.21% hits; AID 504327
# Target sequence (Q92830 whole entry, looked up): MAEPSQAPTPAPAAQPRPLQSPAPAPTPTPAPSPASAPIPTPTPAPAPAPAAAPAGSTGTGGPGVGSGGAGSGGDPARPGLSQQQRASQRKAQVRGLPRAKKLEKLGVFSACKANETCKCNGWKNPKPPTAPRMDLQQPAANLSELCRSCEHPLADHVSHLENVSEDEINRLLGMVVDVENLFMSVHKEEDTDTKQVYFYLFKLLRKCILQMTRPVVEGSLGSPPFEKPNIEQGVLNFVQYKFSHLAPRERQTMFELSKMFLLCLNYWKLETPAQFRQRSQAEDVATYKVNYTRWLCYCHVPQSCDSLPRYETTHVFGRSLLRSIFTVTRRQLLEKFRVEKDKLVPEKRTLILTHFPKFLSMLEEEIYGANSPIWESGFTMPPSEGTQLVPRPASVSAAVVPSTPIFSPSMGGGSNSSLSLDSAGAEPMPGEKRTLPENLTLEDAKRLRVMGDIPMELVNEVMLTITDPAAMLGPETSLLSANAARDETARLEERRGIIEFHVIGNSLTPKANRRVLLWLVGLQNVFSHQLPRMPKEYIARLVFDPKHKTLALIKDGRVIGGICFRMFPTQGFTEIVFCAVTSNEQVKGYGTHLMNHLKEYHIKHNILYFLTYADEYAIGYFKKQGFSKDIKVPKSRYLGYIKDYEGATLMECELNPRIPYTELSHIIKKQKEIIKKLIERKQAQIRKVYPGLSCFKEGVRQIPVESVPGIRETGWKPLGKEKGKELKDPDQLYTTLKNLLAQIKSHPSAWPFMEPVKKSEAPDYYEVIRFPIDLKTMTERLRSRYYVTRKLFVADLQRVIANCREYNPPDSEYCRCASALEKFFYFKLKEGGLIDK
#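 GCN5L2 (20nM final) in 50mM HEPES, 0.1mM EDTA pH 7.5, 0.01% Tween-20 was preincubated 15 min at room temperature with compound, then given ThioGlo1 (50uM), H3(1-25) peptide (75uM) and acetyl-CoA (70uM); CoA-thiol fluorescence (Ex340/Em540) was read at 0 and 20 min.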
# Active calls of the source: *; ? = inconclusive; · = not tested or not shown; & = joins results of further samples. Calls follow the shape of the dose curve; as a rule, active = well fitted curve in the direction sought with a large enough effect; inconclusive = small, poorly fitted or top-dose-only effect, or another doubt; inactive = no such curve, though single readings can be large; an effect the other way counts as inactive or inconclusive. % is scaled to controls: 0 for no effect and ±100 for the full control effect; potency is read from the fitted curve at half-maximal effect.
SMILES,DT40 TDP1 no CPT,DT40 TDP1 CPT,KAT2A inh
CC1Cc2ccccc2N1C(=O)CCS(=O)(=O)c1cccc2nonc12 (centres undefined),-14%,-4%,2%
Cc1ccccc1OC(C)C(=O)NC1CCCC1 (centres undefined),-2%,0%,-7%
Cc1ccc(S(=O)(=O)N2CCCC(C(=O)Nc3ccc(NC(=O)c4ccccn4)cc3)C2)cc1 (centres undefined),?,?,0%
COc1ccccc1CN(Cc1nc2ccccc2c(=O)[nH]1)C(=O)Nc1ccccc1,3.5µM*,3.5µM*,-2%
C[C@@H]1CN([C@H](C)CO)C(=O)CCCn2cc(nn2)CO[C@H]1CN(C)C(=O)Nc1cccc(Oc2ccccn2)c1,-1%,-15%,·
CN(Cc1ccccc1)C(=O)Nc1ccccc1,-11%,-15%,·
CC(S(=O)(=O)c1ccccc1)S(=O)(=O)c1ccccc1,-6%,2%,·
C=CCn1c(-c2cccnc2)n[nH]c1=S,1%,0%,11%
CC(=O)Nc1cc(ON=C(C)C)cc([N+](=O)[O-])c1,-4%,3%,3%
CCOc1ccc(-n2ccc(=O)c(C(=O)Nc3ccc(S(=O)(=O)Nc4ncccn4)cc3)n2)cc1,7%,?,-27%
CC1CCC2(CC1)NC(=S)N(c1ccccc1)N2 (centres undefined),8%,-7%,?
CCOC(=O)NC(=O)C(=CNc1cccc(C)c1)C(=O)NC(=O)OCC,-4%,8%,1%
CC(=O)Oc1ccc2c(c1)OC(c1ccccc1)CC21CC(C)(C)NC(=S)N1 (centres undefined),12µM*,16µM*,?
Cc1ccc(C)c(N2CCN(S(=O)(=O)c3ccc4c(c3)CC(=O)N4C)CC2)c1,?,4%&-3%,-13%&-7%
O=C(NCc1ccco1)c1ccc(CS(=O)c2ccccc2Cl)o1 (centres undefined),-19%,1%,·
CCOC(=O)c1c(C(F)(F)F)nc2ncccn12,0%,-6%,0%
CCOC(=O)c1c(N)sc(C(C)=O)c1C,-23%,-8%,-1%
O=C(O)CCc1ccc(-c2ccc(Br)cc2)o1,-5%,-10%,-12%
COC(=O)c1n[nH]n(-c2ccccc2)c1=O,-18%,2%,-4%
Cc1ccc(NC(=O)Cn2ccc([N+](=O)[O-])n2)cc1Cl,-2%,-17%,-6%
O=c1c(-c2ccccc2)nc2cnc(N3CCOCC3)nc2n1C1CC1,5%,-8%,-17%
Cc1cccc(C)c1NC(=O)CCS(=O)(=O)c1ccc2c(c1)n(C)c(=O)c(=O)n2C,3%,-1%,-2%
COc1ccc(CCN=C(N)NS(=O)(=O)c2ccccc2)cc1,-25%,?,-8%
CCOC(=O)C1(C)CCN1C(=O)c1ccccc1Br (centres undefined),-3%,-13%,·
Cc1ccc(-c2csc(NC(=O)c3c(C)noc3C)n2)cc1C,13µM*,18µM*,-7%
CCCCN1C(=O)C(O)=C(C(C)=O)C1c1ccccc1[N+](=O)[O-] (centres undefined),10%,-1%,-1%
Cc1nc(S(=O)(=O)c2ccc(Cl)cc2)nc2c1CCC2,-1%,-2%,-4%
Clc1ccccc1C(c1ccccc1)(c1ccccc1)n1ccnc1,10µM*,8.1µM*,-16%
CCc1ccc2occ(CC(=O)Nc3c(C(=O)Nc4ccc(OC)cc4)oc4ccccc34)c2c1,?,?,0%
CCCOC(=O)c1c(NC(=O)CCC(=O)O)sc2c1CCCCC2,-8%,19%,-4%
CCCC1NC(C(=O)O)Cc2c1[nH]c1ccccc21 (centres undefined),?,?,-1%
CCOC(=O)c1c(NC(=O)CSc2cn(CCNC(=O)c3ccccc3F)c3ccccc23)sc2c1CCC2,?,?,-7%
Cn1c(=O)cc(OCC(=O)NCCc2ccc(Cl)cc2)c2ccccc21,1%,-14%,-10%
CCOC(=O)[C@]12CCCC=C1N(CCC1=CCCCC1)C(=O)[C@H](CC(=O)NCc1ccccc1)C2,16µM*,?,·
CSc1nc2ccc(NC(=O)C3CCCO3)cc2s1 (centres undefined),-22%,-22%,-9%
CCOc1ccc(NC(=O)CCC(=O)NNC(=O)COc2ccccc2C)cc1,-2%,14%,-8%
COc1cc(NC(=O)CCN2CCN(c3ccccc3F)CC2)cc(OC)c1,-13%,29µM*,-4%
CNC(=O)CN(c1cc(OCCOC)c(Cl)cc1Cl)S(=O)(=O)c1ccc(OC)cc1,0%,24%,-14%
O=C(/C=C/c1ccc(Cl)cc1)NCCc1ccccc1,-26%,-21%,-1%
CC(C)N1C(=O)CCC1C(=O)NCCc1ccccc1 (centres undefined),-5%,-5%,0%

# Rewritten with two lines to a compound: entries from further up
# Second line of a record: DT40 TDP1 no CPT | DT40 TDP1 CPT | KAT2A inh
Clc1ccccc1C(c1ccccc1)(c1ccccc1)n1ccnc1
→ 10µM* | 8.1µM* | -16%
CCc1ccc2occ(CC(=O)Nc3c(C(=O)Nc4ccc(OC)cc4)oc4ccccc34)c2c1
→ ? | ? | 0%
CCCOC(=O)c1c(NC(=O)CCC(=O)O)sc2c1CCCCC2
→ -8% | 19% | -4%
CCCC1NC(C(=O)O)Cc2c1[nH]c1ccccc21 (centres undefined)
→ ? | ? | -1%
CCOC(=O)c1c(NC(=O)CSc2cn(CCNC(=O)c3ccccc3F)c3ccccc23)sc2c1CCC2
→ ? | ? | -7%
Cn1c(=O)cc(OCC(=O)NCCc2ccc(Cl)cc2)c2ccccc21
→ 1% | -14% | -10%
CCOC(=O)[C@]12CCCC=C1N(CCC1=CCCCC1)C(=O)[C@H](CC(=O)NCc1ccccc1)C2
→ 16µM* | ? | ·
CSc1nc2ccc(NC(=O)C3CCCO3)cc2s1 (centres undefined)
→ -22% | -22% | -9%
CCOc1ccc(NC(=O)CCC(=O)NNC(=O)COc2ccccc2C)cc1
→ -2% | 14% | -8%
COc1cc(NC(=O)CCN2CCN(c3ccccc3F)CC2)cc(OC)c1
→ -13% | 29µM* | -4%
CNC(=O)CN(c1cc(OCCOC)c(Cl)cc1Cl)S(=O)(=O)c1ccc(OC)cc1
→ 0% | 24% | -14%
O=C(/C=C/c1ccc(Cl)cc1)NCCc1ccccc1
→ -26% | -21% | -1%
CC(C)N1C(=O)CCC1C(=O)NCCc1ccccc1 (centres undefined)
→ -5% | -5% | 0%

# (list continues)
SMILES,DT40 TDP1 no CPT,DT40 TDP1 CPT,KAT2A inh
O=S(=O)(Nc1ccc(O)c(Sc2nc3ccccc3s2)c1)c1ccc(F)cc1,?,-20%,-4%
Cn1c(=O)n(C)c2cc(C(N)=O)ccc21,-2%,-21%,1%
CCOC(=O)c1cc2c(=O)n3ccccc3nc2n(Cc2ccco2)c1=NC(=O)c1cccc(Br)c1,?,16µM*,?
CC(=O)Oc1ccc2c(C)cc(=O)oc2c1C(=O)c1ccccc1,-12%,7%,-6%
Cc1ccc(CNn2cnnc2SCC(=O)NC(C)(C)C)cc1,-21%,-19%,-4%
CC1(Cc2ccccc2OC(F)(F)F)C(=O)Nc2cc(-c3ccccc3Cl)ccc21 (centres undefined),?,?,·
NC(=S)n1[nH]c(-c2ccc([N+](=O)[O-])cc2)c(N=Nc2ccc(Cl)cc2)c1=O,?,?,-8%
CNCCC=C1c2ccccc2C=Cc2ccccc21,13µM*,16µM*,?
O=C(O)C1C2CCC(O2)C1C(=O)Nc1ccc(F)cc1 (centres undefined),10%,-4%,18%
COc1ccc(C(=O)N2CCC[C@@]3(CCN(C(=O)Nc4ccccc4)C3)C2)cc1,?,-27%,-6%
Cc1ccc(NC(=O)N2CCC3(CC2)Oc2ccccc2C(=O)N3Cc2ccc(F)cc2)cc1,?,?,-1%
CCc1ccccc1NC(=O)CN(Cc1ccccc1)S(=O)(=O)c1ccc2nc(C)sc2c1,?,?,-14%
CCc1nnc(NC(=O)c2ccc(Br)o2)s1,-1%,-2%,-9%
Cc1ccc2c(c1)C(c1ccc(F)cc1)N(C(=O)c1ccc(S(=O)(=O)N(C)C)cc1)CC(=O)N2 (centres undefined),-9%,-11%,-9%
c1ccc2c(c1)ncn2CCOCCOCCn1cnc2ccccc21,?,?,0%
CCc1ccc2[nH]c(C(=O)Nc3ccc(C)c(F)c3)cc2c1,-21%,-15%,-16%
COCCNC(=S)NN(c1ccccc1)c1ccccc1,-5%,-3%,-3%
CC(C)C1Nc2ccc(C(=O)NCCCN3CCOCC3)cc2NC1=O (centres undefined),3%,8%,-6%
O=C(Nc1cc(F)ccc1F)c1cccc(-n2cnnn2)c1,-16%,7%,3%
CCN(CC)C(=O)CSc1nnc(-c2ccccn2)n1Cc1ccccc1,-7%,-13%,4%
Cc1cc(Cl)c(S(=O)(=O)N2CCCCCC2)cc1OCC(N)=O,0%,-21%,-11%
O=C(Nc1ccc2nc(SCC(=O)N3CCc4ccccc43)sc2c1)c1cccc(F)c1,4.1µM*,3.7µM*,-15%
O=C(COC(=O)c1cc(S(=O)(=O)N2CCOCC2)ccc1O)Nc1ccc2c(c1)OCO2,13%,3%,-5%
Cc1cc(C)cc(NC(=O)CSc2nnc(-c3ccc(S(=O)(=O)N4CCCC4)cc3)o2)c1,-14%,-22%,2%
COC(=O)c1ccc(NC(=O)CN2CCN(CCO)CC2)cc1,-3%,-12%,-2%
COc1cc(S(=O)(=O)N2CCOCC2)ccc1NC(=O)COC(=O)c1ccc(Cl)nc1,1%,4%,-5%
O=C(NCC1CCCO1)C1CCCN(S(=O)(=O)c2ccc(Br)cc2)C1 (centres undefined),?,-15%,-28%
Cc1ccc(C(=O)OCC(=O)Nc2ccc(C(N)=O)cc2)s1,-19%,-13%,-3%
NC(=O)c1cc[n+](Cc2ccc([N+](=O)[O-])cc2)cc1,-3%,-7%,-7%
COc1ccc(-c2nc(-c3ccccc3)c(-c3ccc(F)cc3)[nH]2)c(OC)c1C,?,21µM*,-5%
CC(c1nccs1)N(C)C(=O)CCc1nnc(Cc2c[nH]c3ccccc23)o1 (centres undefined),-2%,4%,8%
CCCC[C@@H]1CNCCN1CCc1cc(C(F)(F)F)cc(C(F)(F)F)c1,21µM*,?,-6%
COC(=O)[C@]1(C)N[C@H](CN(C)C(=O)c2ccccc2)[C@@H]2C(=O)N(Cc3ccccc3)C(=O)[C@@H]21,-2%,4%,1%
CCOc1ccc(S(=O)(=O)N2CCN(c3nc(-c4ccccc4)nc4ccccc34)CC2)cc1,-16%,5%,·
COc1ccc(CC(=O)NCCc2csc(-c3cccc(F)c3)n2)cc1OC,?,-19%,-6%
Cc1ccc(Cc2c(-c3cccc(Br)c3)nc3cc(C)c(Br)c(C)n23)cc1,?,?,·
CC(Oc1ccc(F)cc1)C(=O)Nc1ccc(S(=O)(=O)NC2=NCCCCC2)cc1 (centres undefined),-8%,-22%,-9%
COc1ccc(OCC(=O)Nc2ccc(Cl)cc2)cc1,-23%,1%,-12%
CCCNC(=O)CSc1nnc(-c2ccc(F)cc2)o1,15%,-11%,-7%
Cc1ccc(/C=C/C(=O)O)cc1S(=O)(=O)NCc1ccco1,-23%,-1%,-16%

# Overlap with the part before: two entries, then new ones.
SMILES,DT40 TDP1 no CPT,DT40 TDP1 CPT,KAT2A inh
CCCNC(=O)CSc1nnc(-c2ccc(F)cc2)o1,15%,-11%,-7%
Cc1ccc(/C=C/C(=O)O)cc1S(=O)(=O)NCc1ccco1,-23%,-1%,-16%
Nc1ccc[n+](CC(=O)c2ccc(F)cc2)c1,10µM*,14µM*,·
CC(=O)Nc1ccc(S(=O)(=O)C(C#N)c2nc3ccccc3nc2NCCCO)cc1 (centres undefined),-1%,11%,-6%
C=C(C)n1c(=O)[nH]c2ccccc21,5%,-6%,-3%
CCOC(=O)Cn1c(=O)oc2cc(S(=O)(=O)NC3CCCCC3)ccc21,?,?,?
COc1ccccc1CNC(=O)c1cccc(Nc2nc3ccccc3n3nnnc23)c1,?,?,-4%
C=CCC1(N(C(C)=O)c2ccccc2C)CCCCC1,-18%,-1%,7%
CCCCCC(=O)N(O)C1CC(=O)N(c2ccccc2)C1=O (centres undefined),4.6µM*,3.3µM*,-21%
OC(CNC1CCCCC1)CNC1CCCCC1,-26%,?,-6%
COc1ccc(CNC(=O)Cc2c[nH]c3ccccc23)cc1OC,-3%,-21%,-19%
CCOC(=O)c1sc(NC(=O)CSc2n[nH]c(CC(C)C)n2)nc1C,?,?,-1%
CCN(C(=O)CSc1nnc(CNc2cccc(OC)c2)n1C1CCCCC1)C1CCS(=O)(=O)C1 (centres undefined),?,-12%,0%
CCOC(=O)C1CCCN(C(=O)Cn2ncc3c(=O)oc4ccc(C)cc4c32)C1 (centres undefined),1%,-13%,·
COCc1cc(CN2CCCC(CNC(=O)c3ccc(F)cc3)C2)ccc1OC (centres undefined),0%,2%,-1%
Cc1cc(NC(=O)CSCC(=O)N(c2cccc(Cl)c2)C(C(=O)NC2CCCCC2)c2ccc(O)c(O)c2)no1 (centres undefined),?,?,-1%
CC(=O)Nc1ccc2c(=O)n(-c3ccccc3)sc2c1,3.3µM*,2.6µM*,·
O=C(O)c1ccc(NC2CC(=O)N(Cc3ccccc3)C2=O)cc1 (centres undefined),-3%,-15%,0%
